High-throughput results deposited in PubChem BioAssay by several laboratories.
Yfh1-off respiration: enhancers of respiration in Yfh1-depleted yeast, dose response, Friedreich's ataxia, plus single-dose screen (AID 1465); S. cerevisiae Yfh1-off respiration, WST-1 reduction, 72 h; higher fold induction means a stronger effect; fold induction at 50 µM, or EC50 in µM where a hit was titrated; 0.074% of 220,000 active;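 active = fold induction of absorbance versus untreated yeast above a set limit, then at least 30% activation at any dose in follow-up; inconclusive = repeats straddling the limit, or above it without dose testing; inactive = fold induction below the set limit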;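 note: activators that raise dye reduction in frataxin-depleted yeast; strong numbers were not always called active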
Dengue-2 NS5 capping: Dengue-2 NS5 methyltransferase inhibitors, primary screen, biochemical, confirmation dose response (AID 588689). Dengue-2 NS5 methyltransferase capping enzyme assay, biochemical; higher % means a stronger effect. one-dose inhibition, % at 25 µM; IC50 in µM for titrated hits. 0.3% of 340,000 active; in the data active = a potency from the dose series; inconclusive = inhibition above about 29% without an active follow-up result
ER stress rescue: rescue of cells from ER stress-induced death, primary screen, 384-well, CSM14.1, thapsigargin, ATP luminescence (AID 1222); CSM14.1 thapsigargin-induced death rescue, ATP luminescence; higher % means a stronger effect; one-dose cellular ATP content (survival), % at 20 µM; EC50 in µM for titrated hits; 190,000 tested, under 10 active;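 active = EC50 below 50 µM in the dose-response confirmation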;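 note: death triggered by thapsigargin at about 15 µM added after 2 h compound pretreatment; cell ATP read after overnight thapsigargin exposure of roughly 18 to 22 hours; normalized against plate controls of thapsigargin alone and 5% DMSO vehicle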
West Nile antiviral: inhibition of WNV-induced cytopathic effect – cell-based, CPE readout (AID 1621). CPE inhibition, % at 10 µM, or IC50 in µM where a hit was titrated. 0.02% of 290,000 active. West Nile virus-infected cells, CPE inhibition; higher % means a stronger effect; in the data active = a potency from the dose series; inconclusive = CPE inhibition mostly from about 3.7% at the one dose, without a potency; inactive = the rest, 99 in 100 with CPE inhibition below about 2.2%; note: strong numbers were not always called active
UTI89 phage lysis: protection from phage-mediated lysis, alamar blue read-out – E. coli UTI89, K1F phage, bacterial capsule biogenesis inhibitors (AID 488966); inhibition, % at 100 µM, or IC50 in µM where a hit was titrated; 0.02% of 340,000 active; E. coli UTI89 K1F phage lysis, alamar blue, 2 h; higher % means a stronger effect;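 active = phage lysis inhibition, versus mean bacterial control, above a set limit; inconclusive = no clear call, values can overlap the other calls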;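 note: capsule biogenesis inhibitors block K1F phage lysis so surviving cells raise fluorescence; higher fluorescence means more inhibition of phage lysis; actives were called in the ten point dose series up to 300 µM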
XIAP displacement: small molecules displacing peptide from XIAP – biochemical, IAP family, fluorescence polarization (AID 1018). XIAP BIR domain, fluorescence polarization peptide displacement; higher % means a stronger effect. one-dose displacement, % at 20 µM; IC50 in µM for titrated hits. 0.007% of 200,000 active; in the data active = displacement above about 50%; note: a part of the inactive calls stands beside numbers as strong as those of hits
WT yeast gro inh: growth inhibition of WT yeast, mitochondrial fusion screen | inhibition, % at 10 µM | 2.1% of 190,000 active | mitochondrial fusion phenotypic screen, WT strain | AID 1362; in the data active = inhibition above about 58%; tested in S. cerevisiae
Large T inhibition: SV40 large T antigen inhibitors, biochemical (AID 1903); SV40 large T antigen ATPase/helicase inhibition assay; higher % means a stronger effect; inhibition, % at 20 µM; hits with a dose series show IC50 in µM; 0.39% of 310,000 active; in the data active = a potency from the dose series; inconclusive = inhibition mostly from about 32% at the one dose, without a potency; inactive = the rest, 99 in 100 with inhibition below about 32%; note: strong numbers were not always called active
RSV CPE inhibition: inhibition of RSV-induced cytopathic effect – HEp-2 cells, primary 10 µM value included (AID 2391); HEp-2 cells, RSV-induced CPE inhibition; higher % means a stronger effect; one-dose CPE inhibition, % at 10 µM; IC50 in µM for titrated hits; 0.13% of 310,000 active; in the data active = a potency from the dose series; inconclusive = CPE inhibition mostly from about 23% at the one dose, without a potency; inactive = the rest, 99 in 100 with CPE inhibition below about 21%; note: strong numbers were not always called active
WT yeast gro inh mutant strain: further read-out of WT yeast gro inh, marked with its call; inhibition, %; mitochondrial fusion phenotypic screen, mutant strain inhibition
Dengue-2 NS5 capping pilot replicate: also measured in Dengue-2 NS5 capping; calls as there; inhibition, %; measured here: pilot screen replicate inhibition
* marks the source's active call; other numbers are inactive results; i = inactive; ? = inconclusive; / = no result given; & = joins results of further samples; [ ] = another dose, or the depositor's remark. The order is random. Share with any hit: about 2.2%.

SMILES | Yfh1-off respiration | Dengue-2 NS5 capping | ER stress rescue | West Nile antiviral | UTI89 phage lysis | XIAP displacement | WT yeast gro inh | WT yeast gro inh mutant strain | Large T inhibition | RSV CPE inhibition | others
Cc1cc(C)cc(NC(=O)C2CCCN(c3ncccn3)C2)c1 (stereo not drawn) | / | -10% | / | -0.9% | 0.5% | / | / | / | 3% | 1.8%
Cc1cc(-c2cccs2)n[nH]1 | i | -3% | 0.7% | 0.2% | 0.7% | -14% | -15 | -11 | 9% | 1.7%
O=C(Cc1ccc(F)cc1)N1CCN(c2ccc([N+](=O)[O-])cc2)CC1 | / | 3% | / | -1.9% | -0.1% | / | / | / | 17% | 10% | Dengue-2 NS5 capping pilot replicate=-3.3
Nc1nonc1-c1nc2ccccc2n1Cc1ccc(F)cc1Cl | / | -6% | -1.5% | / | 0.7% | -41% | 7 | 13 | 8% | 1.0%
CC(=O)NCCc1ccc(S(=O)(=O)N(C)C2CCS(=O)(=O)C2)cc1 (stereo not drawn) | i | -1% | -1.3% | 0.6% | -0.8% | -4.5% | 18 | 14 | 17% | -1.0%
COc1ccccc1N1CCN(S(=O)(=O)c2cc(-c3cc(C)no3)ccc2C(C)C)CC1 | / | -4% | / | ? | 0.1% | / | / | / | 9% | 11%
Cc1nc2ccc(Cl)cn2c1C(=O)NN | i | -3% | -0.9% | -0.3% | 0.0% | 0.6% | 3 | -1 | 9% | 1.1%
CCCCOc1ccc(N(CC(=O)NC(C)(C)C)C(=O)CCC(=O)Nc2nccs2)cc1 | / | 2% | / | 3.2% | -2.2% | / | / | / | 5% | 0.9%
COc1ccc(NC(=O)NNC(=O)c2ccc(Cl)cc2Cl)cc1OC | i | 6% | 0.1% | 0.1% | 0.1% | -2.9% | -4 | 1 | 23% | -1.6%
CN1C(=O)CC(C(=O)Nc2ccc(F)cc2)SC1=Nc1ccc2c(c1)OCO2 (stereo not drawn) | i | -3% | -2.8% | -0.5% | -0.2% | -6.3% | -3 | -17 | -7% | 0.7%
O=C1OC(c2ccc(F)cc2)=N/C1=C\C=C/c1ccccc1 | / | 3% | / | 0.0% | 0.3% | / | / | / | 11% | 0.8%
COc1ccccc1-c1noc2ncnc(Nc3ccccc3C)c12 | / | -7% | / | -0.6% | -0.1% | / | / | / | 0% | -0.7%
CN=c1scc(-c2ccc(Cl)cc2)n1C | i | -2% | -2.4% | 0.1% | 1.4% | -7.0% | -4 | 12 | -2% | 1.2%
O=C(C1CCCO1)N1CCC(O)(c2ccccc2)CC1 (stereo not drawn) | i | -6% | -1.9% | 0.2% | 4.1% | -3.1% | -2 | -11 | 2% | 2.0%
COc1ccc(N(CC(=O)N2CCc3ccccc3C2)S(=O)(=O)c2ccccc2)cc1 | i | -3% | 4.1% | -0.7% | 0.1% | -3.8% | -6 | -26 | 8% | 1.8%
c1ccc(-n2ncc3c2ncn2cnnc32)cc1 | i | -5% | 1.3% | 0.0% | 0.0% | -1.0% | 3 | -1 | 8% | 1.4%
CC1(C2CC2)NC(=O)N(CC(=O)Nc2ccccc2-c2ccccc2)C1=O (stereo not drawn) | i | 2% | 1.7% | 0.0% | -0.1% | -2.1% | 1 | 16 | -1% | -0.4%
C=C1CCN(c2ccc(C(=O)NCc3ccccc3)cc2[N+](=O)[O-])CC1 | / | 2% | / | -0.6% | 0.9% | / | / | / | 10% | 2.2%
Cc1cc(C)c2c(CN3CCCCC3C)cc(=O)oc2c1 (stereo not drawn) | / | 3% | / | -0.1% | 0.4%[50 µM] | / | / | / | 2% | 0.8%
Cc1cccc(-n2ncc3c(N4CCC(C)CC4)ncnc32)c1 | i | -6% | -1.5% | 0.4% | -1.1% | 0.4% | 41 | 14 | 0% | 9.9%
CC(C)N(C(=O)C[n+]1ccsc1N)c1ccccc1 | i | -2% | -0.8% | -0.1% | 0.7% | -1.8% | 4 | 9 | 2% | -1.6%
O=C(CNC(=O)/C(=C/c1ccccc1)NC(=O)c1ccc(Br)cc1)OCc1ccccc1 | i | -2% | 2.0% | 0.2% | 0.3% | -6.6% | 9 | 7 | -1% | 2.0%
CN1CCN(S(=O)(=O)c2cccc(C(=O)Oc3cccc(Br)c3)c2)CC1 | / | -2% | / | / | 0.1%[50 µM] | / | / | / | -6% | 0.6%
CCC(=O)Nc1ccc2c(c1)ncn2CCc1ccccc1 | / | 2% | / | 0.8% | 0.4% | / | / | / | 13% | 2.4%
COc1ccc(OC)c(CNc2c(C=O)c(=O)[nH]c3ccccc23)c1 | / | / | / | -0.1% | -0.3% | / | / | / | 17% | 0.9%
CC1CCN(CCCN2C(=O)C3C(C(=O)Nc4ccc(Cl)cc4)C4C=CC3(O4)C2C(=O)NC2CCCCC2)CC1 (stereo not drawn) | / | -9% | / | 0.0% | 0.1% | / | / | / | 4% | 1.9%
CCN1C(=O)[C@H]2[C@@H](c3ccc(-c4ccc5c(c4)OCO5)cc3)N3CCC[C@@]3(C(=O)OC)[C@H]2C1=O | / | 0% | / | / | -0.3% | / | / | / | 4% | 3.1%
C/C(N)=C(/C#N)C(=O)COC(=O)Cc1coc2cc(C)ccc12 | i | -8% | 0.3% | -0.6% | 0.5% | -5.2% | -14 | 2 | 4% | -1.1%
Cc1ccccc1NS(=O)(=O)c1cc2c(cc1C)NC(=O)CO2 | / | 0% | / | -0.5% | -0.5% | / | / | / | 4% | 1.8%
O=C(CN1CCN(c2nc(-c3ccccc3)cs2)CC1)NCc1ccc2c(c1)OCO2 | i | -4% | 2.3% | -0.2% | 4.1% | -4.7% | 38 | 23 | -4% | 31%
Clc1ccc(CSc2nnnn2-c2ccc3c(c2)OCO3)c(Cl)c1 | i | -10% | 2.8% | -0.4% | 0.0% | -13% | -9 | 9 | -2% | 11%
CCN(CC)S(=O)(=O)c1ccc(C)c(NC(=O)/C=C/c2cccs2)c1 | i | -4% | -2.4% | -2.0% | 2.4% | -15% | -3 | -12 | 8% | 4.1%
CCOc1cc(/C=N\NC(N)=O)cc(Br)c1OC(C)C | i | -6% | -2.6% | -0.7% | 1.7%[50 µM] | 0.3% | 8 | 12 | 20% | -1.1%
CCCC(C(=O)NCCC(C)C)N(Cc1ccc(OC)cc1)C(=O)c1snc(C(N)=O)c1N (stereo not drawn) | / | 4% | / | -1.0% | -1.6% | / | / | / | 9% | 1.2%
Cn1/c(=N/NC(=O)c2ccccc2F)sc2ccccc21 | i | -2% | -1.8% | 0.2% | -0.5% | -2.8% | 10 | 7 | 6% | 2.0%
O=C(Nc1nnc(SCc2ccc(Cl)cc2)s1)C1CCCO1 (stereo not drawn) | i | 3% | -1.0% | 0.0% | 0.3% | -5.9% | 5 | -78 | 7% | 3.6%
CCC(C)Nc1ncnc2c1cnn2Cc1ccc(Cl)cc1 (stereo not drawn) | i | -2% | -0.1% | 1.4% | -1.1% | -1.1% | 4 | -3 | -1% | 3.0%
CCc1nnc(NC(=O)/C=C/c2cccs2)s1 | i | -3% | 3.5% | 0.7% | -0.5% | -1.0% | 1 | 3 | -4% | 2.4%
O=C1ON=C(c2ccccc2)/C1=C/c1ccc(-c2ccccc2[N+](=O)[O-])o1 | i | 12µM* | -1.4% | -0.9% | 1.8% | -26% | 8 | 25 | 53µM* | -1.6%
Cc1ccc(C(OCC(C)(C)C[N+](C)(C)C)c2ccccc2)cc1 (stereo not drawn) | i | 1% | -1.5% | 3.2% | -0.5% | -2.3% | 12 | 7 | 0% | -0.7%
O=C(O)CCCCCNC(=O)c1ccc(C(=O)NCCCCCC(=O)O)cc1 | i | 4% | / | 0.0% | -0.2% | / | / | / | 14% | 0.7%
O[C@@H]1C2CCCC1[C@]1(O)CCCCC1C2 (stereo partly drawn) | i | -3% | -0.6% | 0.0% | 0.3% | -5.0% | 10 | 5 | 2% | 1.8%
CC(NC(=O)Nn1cnnc1)(C(F)(F)F)C(F)(F)F | i | -2% | 0.9% | -0.2% | 3.8% | -9.3% | 1 | 0 | 5% | 0.8%
CC(C)C(=O)Nc1nnc(SCC(=O)N2C(C)CCCC2C)s1 (stereo not drawn) | / | -3% | / | -1.1% | 0.3% | / | / | / | -12% | -0.9%
COc1cccc(-n2cnc3sc(C)cc3c2=O)c1 | i | -2% | 0.7% | 1.2% | 0.3% | -2.5% | -13 | -10 | 14% | 1.9%
CCOC(=O)CN1C(=O)C(O)(CC(=O)c2ccccn2)c2ccccc21 (stereo not drawn) | i | -1% | -0.5% | 0.1% | 0.9% | -18% | 10 | 6 | 3% | 1.6%
Cc1oc(-c2ccccc2F)nc1CS(=O)(=O)CC(=O)NCCCc1ccccc1 | i | -4% | / | -0.4% | -1.4% | -5.1% | -2 | -4 | -3%&-6% | -0.4%
O=C(COC(=O)c1cccs1)Nc1nc(-c2ccccc2)cs1 | i | -5% | -1.6% | -0.5% | -0.4%[50 µM] | -3.2% | -9 | -5 | 18% | 2.8%
COc1cc(C2CC(=O)N(c3ccc(C)cc3)C(=O)C2)cc(OC)c1OC | i | -5% | / | 0.3% | ? | / | / | / | 17% | /
CCOc1ncccc1C(=O)Nc1ccc(Cl)cc1 | i | -5% | / | -0.2% | -0.4% | 2.2% | 4 | 20 | 10% | 8.8%
Cc1cc(C)n2nc[n+](C)c2n1 | i | -3% | / | 0.1% | 7.1% | -6.8% | 15 | 24 | 22% | 0.3%
CCn1c(SCC(=O)NCc2ccco2)nc2ccccc2c1=O | i | -4% | 0.1% | 0.4% | 0.0% | -1.1% | 1 | 1 | 23% | 6.5%
CCC(C(=O)Nc1ccc(OC)c(Cl)c1)c1ccccc1 (stereo not drawn) | i | -4% | -2.3% | -1.5% | 2.3%[50 µM] | -6.8% | 59* | 49* | 0% | 10%
COc1ccc2[nH]c(O)c(N=NC(=O)Cc3cccs3)c2c1 | i | 9% | / | 0.2% | -1.3%[50 µM] | / | / | / | 21% | 4.2%
CC(C)(C)C(=O)[C@@H]1[C@@H]2C(=O)N(C3CCCCC3)C(=O)[C@@H]2[C@H]2c3ccccc3C=CN12 | / | -4% | 2.1% | / | 0.7% | -9.7% | / | / | / | -2.1%

Grouped by structure, the entries above with a tert-butyl group
SMILES | Yfh1-off respiration | Dengue-2 NS5 capping | ER stress rescue | West Nile antiviral | UTI89 phage lysis | XIAP displacement | WT yeast gro inh | WT yeast gro inh mutant strain | Large T inhibition | RSV CPE inhibition | others
CCCCOc1ccc(N(CC(=O)NC(C)(C)C)C(=O)CCC(=O)Nc2nccs2)cc1 | / | 2% | / | 3.2% | -2.2% | / | / | / | 5% | 0.9%
CC(C)(C)C(=O)[C@@H]1[C@@H]2C(=O)N(C3CCCCC3)C(=O)[C@@H]2[C@H]2c3ccccc3C=CN12 | / | -4% | 2.1% | / | 0.7% | -9.7% | / | / | / | -2.1%
